Screens deposited in PubChem BioAssay by several laboratories.
UHRF1 binding – human UHRF1 methylated DNA binding inhibitors; AID 687016; hit rate 0.75% among 370,000; inhibition, % at 4.4 µM; UHRF1 binding to methylated oligo, TR-FRET; Q96T88; in the data active = inhibition above about 21%;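 also: UHRF1 SRA domain binding a hemimethylated CpG hairpin DNA probe; 0% = median of test compound wells and 100% = reference inhibitor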
SIAE inh – human SIAE inhibition, primary screen | SIAE FP-Rh probe binding, fluorescence polarization | inhibition, % at 9.66 µM | hit rate 0.69% among 370,000;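 active = inhibition above a cutoff: mean of compounds within the control limits plus 3 SD of those, cut at about 17% in these data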;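 also: 0% = plate median of compound wells and 100% = probe without SIAE protein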
MBD2 inh – inhibitors of human MBD2 binding to methylated oligonucleotide | AID 686964 | hit rate 0.31% among 370,000 | TR-FRET | Q9UBB5 | inhibition, % at 4.4 µM; in the data active = inhibition above about 13%
GC-A act – GC-A (human) enzyme activation. activation, % at 10 µM. hit rate 0.14% among 370,000. HEK293 GC-A cells, cGMP TR-FRET, EC30 ANP; 0% at EC30 ANP, 100% saturating ANP. P16066; in the data active = activation above about 40%
TCR CD3 inh – blocks the human TCR-CD3 interaction. hit rate 0.37% among 360,000. inhibition, % at 9.4 µM. TAMRA-labeled TCR probe fluorescence, biochemical; in the data active = inhibition above about 19%;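 also: recombinant mutant TCR 2C K166C tagged with TAMRA read by polarization; 0% = receptor in buffer alone and 100% = receptor with positive control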
rCAG binder – r(CAG) repeat RNA binding. TO-PRO-1 dye displacement fluorescence. inhibition, % at 3 µM. hit rate 1.3% among 370,000. AID 651821;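 active = inhibition above the plate cutoff, the mean of all test compounds on that plate plus 3 SD, cut at about 35% in these data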;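 also: 0% = DMSO alone and 100% = 100 µM mitoxantrone as full dye displacement; higher means more dye released from RNA so lower well fluorescence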
mABHD4 FP – ABHD4 (mouse) inhibition, primary FP screen. Q8VD66. purified mABHD4, FP-Rh probe fluorescence polarization. inhibition, % at 8.92 µM. hit rate 0.54% among 370,000. AID 720543;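 active = inhibition exceeding the mean over every tested compound plus 3 SD, cut at about 30% in these data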;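 also: 0% = plate median of compound wells and 100% = S159A mutant with DMSO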
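Material: mouse ABHD4 enzyme, wild type; Benchmarks: S159A mutant high control, sample median low control; Buffer or medium: HEPES pH 7.0, NaCl, Pluronic buffer; Signal: fluorescence polarization; Read-out: percent inhibition of probe binding, normalized to plate controls; Timing: pre-incubation 45 min, probe exposure 60 min, at 25 °C; Dosing: 8.92 µM, single dose.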
GC-B act – GC-B (human) receptor activation; P20594; HEK293-GC-B cells, CNP EC30, cGMP TR-FRET; 0% at EC30 CNP, 100% saturating CNP; activation, % at 10 µM; hit rate 0.11% among 370,000; AID 1920062;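 active = activation at 10 µM reaching about 35% in either raw or pattern-adjusted values, limit read from the data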
Target sequence (P20594 whole entry, looked up): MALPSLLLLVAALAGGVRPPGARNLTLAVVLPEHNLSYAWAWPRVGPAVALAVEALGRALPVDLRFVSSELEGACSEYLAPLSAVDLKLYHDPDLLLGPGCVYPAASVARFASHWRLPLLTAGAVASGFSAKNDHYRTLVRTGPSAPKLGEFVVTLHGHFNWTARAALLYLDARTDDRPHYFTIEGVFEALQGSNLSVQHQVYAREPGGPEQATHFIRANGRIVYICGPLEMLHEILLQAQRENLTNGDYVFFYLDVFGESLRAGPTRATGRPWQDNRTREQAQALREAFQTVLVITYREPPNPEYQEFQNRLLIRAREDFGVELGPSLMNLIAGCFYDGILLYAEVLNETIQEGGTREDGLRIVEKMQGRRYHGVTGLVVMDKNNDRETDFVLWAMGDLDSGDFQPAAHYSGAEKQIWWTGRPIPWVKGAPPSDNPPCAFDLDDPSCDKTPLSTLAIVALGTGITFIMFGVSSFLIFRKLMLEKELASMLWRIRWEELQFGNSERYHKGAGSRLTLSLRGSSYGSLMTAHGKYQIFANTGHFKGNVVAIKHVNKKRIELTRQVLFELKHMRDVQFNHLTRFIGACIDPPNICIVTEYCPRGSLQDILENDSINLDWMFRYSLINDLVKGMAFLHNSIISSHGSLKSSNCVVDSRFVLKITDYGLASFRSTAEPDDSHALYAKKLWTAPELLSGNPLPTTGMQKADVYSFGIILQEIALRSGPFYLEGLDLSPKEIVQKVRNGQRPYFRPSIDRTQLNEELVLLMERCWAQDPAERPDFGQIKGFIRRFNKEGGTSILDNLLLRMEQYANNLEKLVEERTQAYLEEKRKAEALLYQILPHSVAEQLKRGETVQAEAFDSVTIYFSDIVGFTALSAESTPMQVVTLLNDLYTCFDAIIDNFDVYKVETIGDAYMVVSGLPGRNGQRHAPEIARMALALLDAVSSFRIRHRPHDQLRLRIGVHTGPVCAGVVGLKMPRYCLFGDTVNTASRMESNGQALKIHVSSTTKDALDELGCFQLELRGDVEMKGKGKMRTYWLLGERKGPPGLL
HTRA1 inh – blocks human HTRA1 serine peptidase; Q92743; recombinant HTRA1, FP-rhodamine activity-based probe, fluorescence polarization; inhibition, % at 5.96 µM; hit rate 0.5% among 340,000; in the data active = inhibition above about 36%;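 also: 0% = enzyme with DMSO and 100% = wells lacking enzyme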
PRMT1 inh – PRMT1 (human) inhibition, primary screen. AID 652257. hit rate 1.3% among 370,000. inhibition, % at 2.79 µM. recombinant PRMT1, activity-based probe fluorescence polarization. Q99873;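 active = inhibition above about 21% made by adding two undisclosed values, limit read from the data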
Numbers without * were called inactive; nt = no result given; & = joins results of further samples. An excerpt; rates above refer to the full screens.

SMILES	UHRF1 binding	SIAE inh	MBD2 inh	GC-A act	TCR CD3 inh	rCAG binder	mABHD4 FP	GC-B act	HTRA1 inh	PRMT1 inh
CC(C)n1c(O)c(N=NC(=O)Cn2ccc(C(F)(F)F)n2)c2ccccc21	1	1	-2	-3	2	-7	13	-5	0	-1
CC(=O)Nc1ccc(S(=O)(=O)Oc2cccc(N3C(=O)C4CCCCC4C3=O)c2)cc1 (stereo not given)	0	-7	-5	4	5	1	-1	3	3	-2
O=C(CSc1ncc(C(F)(F)F)cc1Cl)NCC1CCCO1 (stereo not given)	0	11	1	1	4	-5	-9	6	5	-1
CCC(=O)Nc1cccc(C2=NOC3(C2)C[C@H](C(N)=O)N(C(=O)c2ccc(Cl)cc2)C3)c1 (stereo not given in full)	3	-2	1	2	-2	1	-1	2	-3	3
O=C(O)[C@H]1CCCC[C@H]1C(=O)Nc1ccc(Nc2ccccc2)cc1	0	7	1	-2	-5	9	42*	-11	67*	12
COCCN1C(=O)CN(S(C)(=O)=O)CC1(C)C(=O)NC(C)C (stereo not given)	0	-1	3	1	-6	0	2	-2	nt	6
O=C(OCn1nnc2ccccc2c1=O)C12CC3CC(CC(O)(C3)C1)C2	6	1	3	3	-2	-2	-4	3	4	-1
CC1(C)N=C(N)NC(Nc2ccccc2)=N1	1	-3	3	-1	-6	-1	-2	2	0	4
CCCC[C@H]1C2CC(OC(=O)Nc3ccccc3OC)C(C2)[C@H]2CCCCN21 (stereo not given in full)	-1	2	-4	1	nt	6	-5	0	nt	-2
O=C(c1cccc(Oc2ccc([N+](=O)[O-])cc2)c1)N1CCOCC1	3	0	0	2	7	-6	0	3	-2	-3
O=C(O)CC/C(=N/NC(=O)CNC(=O)Cc1ccc(Cl)cc1)c1ccccc1	3	-1	1	0	-1	0	-2	4	-6	4
O=C(CCSc1nnc(-c2ccco2)o1)Nc1ccccc1	4	4	2	2	-2	-2	0	-1	7	2
Cc1ccc(C(C(=O)NC2CCCC2)N(C(=O)c2csnn2)c2cccc(F)c2)o1 (stereo not given)	2	-4	3	-5	7	-1	-1	-4	2	-3
O=C(C1CCCN(Cc2ccc(Cl)cc2)C1)N1CCCCC1 (stereo not given)	-1	6	-1	-1	-1	-3	8	4	2	-3
O=C(CN1CCOCC1)Nc1nc2ccc(Cl)cc2s1	2	-3	0	29	10	2	-2	-1	-7	1
CCOC(=O)[C@]12CCCC=C1N(Cc1ccco1)C(=O)[C@H](CC(=O)NCC1CCCCC1)C2	1	0	1	-1	-6	0	8	7	nt	6
O=C(NNC(=O)c1cc(OCC(F)(F)F)ccc1OCC(F)(F)F)c1ccc(Cl)c(Cl)c1	-2	0	5	-3	0	0	4	-7	-15	-2
O=C(COC(=O)c1cccc(NC(=O)c2ccco2)c1)c1ccc(Br)cc1	1	-56	5	18	1	3	-37	0	-86	1
CN(C[C@H](Cc1ccccc1)N(C[C@H](Cc1cccc2ccccc12)N(CCc1ccccc1)N=O)N=O)N=O	-2&3	-4&-7	4&0	1&-1	8&2	11&6	-1&-13	5&-6	-18	-2&-5
CCOC(=O)N1CCC(N(CCN(C)C)C(=S)Nc2cc(C)cc(C)c2)CC1	1	-5	2	5	-1	-2	7	4	-1	3
CCN(CC)CC(=O)c1c[nH]c2ccccc12	2	-3	5	0	-7	6	8	3	-6	2
Cc1cccc(-n2nnc3cnn(C)c3c2=O)c1	2	7	-2	3	-1	3	-7	-8	-6	0
O=CNc1c(Cl)cc2c(c1Cl)Cc1cc([N+](=O)[O-])ccc1-2	-6	-4	-6	6	0	6	6	8	2	-3
O=S(=O)(NN=C1CCCCCC1)c1ccc(Cl)cc1	-2	3	-1	-1	1	7	-1	0	4	1
CCCOc1cccc(/C=N/NC(=O)c2csc(C)c2C)c1	1	2	0	-3	4	4	5	-1	-7	-4
O=C(NCCc1ccc(F)cc1)c1ccncc1	1	5	-4	-2	8	-4	0	3	2	-1
O=C(NCCc1c[nH]c2ccccc12)OCc1cn(-c2cccc(C(F)(F)F)c2)nn1	1	-2	2	-1	nt	3	-7	1	nt	-2
CCN(CC)C(=O)c1cccc2c1C(=O)c1ccccc1-2	-4	2	-4	-3	4	-5	-3	2	-3	1
COC(=O)COc1ccc(/C=N/NC(=O)c2ccc(N(Cc3ccccc3)S(C)(=O)=O)cc2)cc1	2	-5	2	-7	-10	-1	-2	-5	-23	6
CCOC(=O)c1cccc(NC(=O)CCn2cccc2)c1	0	8	3	-1	-2	1	2	1	-2	1
Clc1ccc(NN(Cc2ccncc2)c2ccc(Cl)cc2)cc1	-1	7	-1	-15	-1	3	-4	-12	-22	-3
O=C(NCC(=O)N1CCCCCCC1)c1ccccc1Br	-1	3	-3	4	-2	0	-1	2	1	-5
CN(C)c1ccc(C(=S)N2CCN(C(=S)Nc3cccc4ccccc34)CC2)cc1	-3	8	-3	-1	-4	1	7	3	3	-3
COc1ccc(CC(=O)Nc2c(C(N)=O)oc3ccccc23)cc1	-1	-3	0	4	3	0	3	4	1	1
CC(C)(C)c1ccc(NC(=O)Nc2ccc3ccccc3n2)cc1	-1	-6	-6	1	4	0	-13	-7	5	-4
COc1ccc(N2CCOCC2)c(NC(=O)c2ccco2)c1	4	0	-1	-6	-1	-5	2	1	-10	5
Cc1cc(C)n2c(Nc3ccc4c(c3)OCCO4)c(CCc3ccccc3)nc2n1	-1	13	1	5	-7	3	5	6	nt	4
CCC(=O)Nc1nc(C)c(-c2csc(Nc3ccccn3)n2)s1	-2	-11	-4	-34	-7	8	9	-2	-4	0
CCOc1ccc(NCc2cc3cc(OC)ccc3[nH]c2=O)cc1	-8	1	-7	0	-3	13	16	-4	20	2
Cc1nn(Cc2ccc(C(=O)N3CCCC3)o2)c(C)c1[N+](=O)[O-]	1	1	-6	-3	1	1	-4	1	8	-3

Exported with two lines to a compound: entries from further up
Second line of a record – UHRF1 binding | SIAE inh | MBD2 inh | GC-A act | TCR CD3 inh | rCAG binder | mABHD4 FP | GC-B act | HTRA1 inh | PRMT1 inh
CCN(CC)C(=O)c1cccc2c1C(=O)c1ccccc1-2
→ -4 | 2 | -4 | -3 | 4 | -5 | -3 | 2 | -3 | 1
COC(=O)COc1ccc(/C=N/NC(=O)c2ccc(N(Cc3ccccc3)S(C)(=O)=O)cc2)cc1
→ 2 | -5 | 2 | -7 | -10 | -1 | -2 | -5 | -23 | 6
CCOC(=O)c1cccc(NC(=O)CCn2cccc2)c1
→ 0 | 8 | 3 | -1 | -2 | 1 | 2 | 1 | -2 | 1
Clc1ccc(NN(Cc2ccncc2)c2ccc(Cl)cc2)cc1
→ -1 | 7 | -1 | -15 | -1 | 3 | -4 | -12 | -22 | -3
O=C(NCC(=O)N1CCCCCCC1)c1ccccc1Br
→ -1 | 3 | -3 | 4 | -2 | 0 | -1 | 2 | 1 | -5
CN(C)c1ccc(C(=S)N2CCN(C(=S)Nc3cccc4ccccc34)CC2)cc1
→ -3 | 8 | -3 | -1 | -4 | 1 | 7 | 3 | 3 | -3
COc1ccc(CC(=O)Nc2c(C(N)=O)oc3ccccc23)cc1
→ -1 | -3 | 0 | 4 | 3 | 0 | 3 | 4 | 1 | 1
CC(C)(C)c1ccc(NC(=O)Nc2ccc3ccccc3n2)cc1
→ -1 | -6 | -6 | 1 | 4 | 0 | -13 | -7 | 5 | -4
COc1ccc(N2CCOCC2)c(NC(=O)c2ccco2)c1
→ 4 | 0 | -1 | -6 | -1 | -5 | 2 | 1 | -10 | 5
Cc1cc(C)n2c(Nc3ccc4c(c3)OCCO4)c(CCc3ccccc3)nc2n1
→ -1 | 13 | 1 | 5 | -7 | 3 | 5 | 6 | nt | 4
CCC(=O)Nc1nc(C)c(-c2csc(Nc3ccccn3)n2)s1
→ -2 | -11 | -4 | -34 | -7 | 8 | 9 | -2 | -4 | 0
CCOc1ccc(NCc2cc3cc(OC)ccc3[nH]c2=O)cc1
→ -8 | 1 | -7 | 0 | -3 | 13 | 16 | -4 | 20 | 2
Cc1nn(Cc2ccc(C(=O)N3CCCC3)o2)c(C)c1[N+](=O)[O-]
→ 1 | 1 | -6 | -3 | 1 | 1 | -4 | 1 | 8 | -3

Next results follow.
SMILES	UHRF1 binding	SIAE inh	MBD2 inh	GC-A act	TCR CD3 inh	rCAG binder	mABHD4 FP	GC-B act	HTRA1 inh	PRMT1 inh
C=CCN(C/C(=N\O)c1sc(C(=O)OCC)nc1C)c1cccc(Br)c1	-1	-20	2	-11	-2	-2	-28	-13	-68	2
COc1cccc(C2CC(=O)Nc3cc(C)c(C)cc32)c1 (stereo not given)	-1	-1	-4	-5	5	-2	-9	-3	-8	-7
CSc1ccccc1NC(=O)COc1nsnc1N1CCOCC1	0	-5	-1	-2	-1	1	1	-2	1	0
COc1ccc(C2=NOC(CNC(N)=S)C2)cc1 (stereo not given)	0	1	-1	2	3	-2	5	-3	5	-2
O=S1(=O)N[C@@H](Cc2ccccc2)COc2cc(N3CCCCC3)ccc21	1	8	4	4	4	4	-4	7	nt	0
NNC(=O)c1cccn(Cc2cccc(C(F)(F)F)c2)c1=O	-2	-13	0	1	4	1	1	4	-32	-3
CCOc1ncccc1C(=O)Nc1ccc(S(=O)(=O)N2CC(C)CC(C)C2)cc1 (stereo not given)	-1	3	3	4	0	1	1	0	-4	-2
COc1ccc(C2NC(=O)NC(C)=C2[N+](=O)[O-])cc1OC (stereo not given)	2	6	-1	2	-7	-4	-4	-3	4	-3
COc1ccc(NC(=O)C(Cc2ccccc2)n2cccc2)cc1OC (stereo not given)	0	4	-4	-1	8	0	-7	1	-7	-7
COc1ccc(NC(=O)CCCNC(=O)Cn2cnc3sc(C)c(C)c3c2=O)c(OC)c1	-1	-3	1	-2	72*	-4	0	0	7	0
CC(=O)c1ccc(N2CCN(C(=O)c3cccs3)C(C)C2)c(F)c1 (stereo not given)	1	-8	-1	-5	-10	-4	2	-3	4	7
CCCCn1c(CCNC(=O)CC)nc2ccccc21	0	0	-2	1	-3	1	-2	-2	0	-3
COc1ccc(-c2cc(C(F)(F)F)c(C#N)c(SCC(=O)Nc3ccc(C)cc3)n2)cc1	10	2	4	-4	3	1	5	-10	0	-1
Cc1ccccc1NC(=O)c1ccccn1	3	-2	-1	-2	-4	-4	3	12	-2	-1
CN(CC(=O)NCc1ccco1)CC(=O)Nc1c(Cl)cccc1Cl	-3	3	0	-2	4	1	2	0	5	0
CC(C)(C)c1ccc(S(=O)(=O)N2CCCCC2)cc1	15	7	-1	6	-1	-5	1	2	-9	2
COc1cccc(CN2C(=O)C(C)Oc3ccccc32)c1 (stereo not given)	-2	1	1	-5	5	-7	-7	-6	-7	-3
CCOc1ccc(-c2noc(-c3csc([C@@H]4C[C@H](O)[C@@H](CO)O4)n3)n2)cc1	-2	-5	-4	3	-1	2	6	0	nt	1
CC(=O)CCc1ccc(OCCCCN2CCC(Cc3ccccc3)CC2)cc1	6	-10	5	4	0	-6	1	2	-2	3
O=C(c1cc2ccc([N+](=O)[O-])cc2oc1=O)N1CCOCC1	3	0	-2	-3	-2	4	4	-2	2	-2
